Assay outcomes: PubChem, National Center for Advancing Translational Sciences (NCATS)
JMJD2E inh: blocks human JMJD2E demethylase activity; B2RXH2; JMJD2E catalytic domain, FDH-coupled NADH fluorescence (FDH is formaldehyde dehydrogenase); Potency, µM (top dose mostly 57.1 µM), for the others: top-dose activity change, negative = inhibition, most hits filed as inhibitors; 230,000 compounds, 1.6% hits; AID 2147; active means well fitted inhibition curve with a large enough effect, not every such curve was filed as active; inconclusive means small, poorly fitted or top-dose-only effect, or another doubt; inactive means no such curve, though single readings can be large or run the other way;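 further: 0% = wells with enzyme and -100% = buffer wells without enzyme; nearly all actives have a fitted effect of over 50% in size; many of its hits are not listed in these tables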
TexasRed fluor: Texas Red fluorescence interference in TRb-SRC2 counter-screen. TRb/SRC2 Texas Red total fluorescence interference. Potency, µM (titrated, usually from 106 µM), for the others: top-dose fluorescence change, negative = quenching. 280,000 compounds, 0.29% hits. AID 1479; active means well fitted curve in either direction with a large enough effect; inconclusive means small, poorly fitted or top-dose-only effect
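Human TRβ ligand-binding domain (0.6 uM) and Texas Red SRC2 peptide (20 nM) in Tris buffer with 1 uM T3 and 5% DMSO were incubated with pinned compound for 5 hr at ambient temperature. Total fluorescence was computed as S + 2P (555/632 nm).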
Tau ThT inhib: inhibitors of human tau fibril formation, thioflavin T binding | P10636 | recombinant tau K18 P301L (four-repeat tau fragment), heparin-induced fibrillization, ThT fluorescence | Potency, µM (titrated, usually from 57.4 µM), for the others: at the top dose activity, negative = inhibition, usual class: inhibitors | 270,000 compounds, 2.1% hits; further: nearly all actives have a fitted effect of over 55% in size
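Aggregation was driven by heparin (20 uM final) acting on recombinant tau […] bearing P301L in 100 mM sodium acetate pH 7; fibrils were detected with Thioflavin T.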
RGS12 GoLoco inh: blocks human Gai1 binding to RGS12 GoLoco peptide, red readout. P63096. Gai1:RGS12 GoLoco peptide FP, rhodamine, 10 min. Potency, µM (highest dose often 61.6 µM), for the others: at the highest dose activity, negative = inhibition, usual class: inhibitors. 230,000 compounds, 0.44% hits. AID 880; active means well fitted inhibition curve with a large enough effect, not every such curve was filed as active; inactive means no such curve, though single readings can be large or run the other way; further: nearly all actives have a fitted effect of over 30% in size; many of its hits are not listed in these tables
Target sequence (P63096 whole entry, looked up): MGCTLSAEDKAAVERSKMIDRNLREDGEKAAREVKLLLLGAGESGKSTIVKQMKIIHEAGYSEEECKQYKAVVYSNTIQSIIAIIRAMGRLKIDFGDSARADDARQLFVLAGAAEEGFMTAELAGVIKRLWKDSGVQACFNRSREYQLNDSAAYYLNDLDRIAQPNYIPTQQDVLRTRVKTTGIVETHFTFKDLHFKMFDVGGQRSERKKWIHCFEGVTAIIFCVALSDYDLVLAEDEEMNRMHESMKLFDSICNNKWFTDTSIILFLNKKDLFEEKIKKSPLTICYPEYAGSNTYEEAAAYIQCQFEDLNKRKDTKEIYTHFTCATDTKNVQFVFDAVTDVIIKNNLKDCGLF
Tau FP inhib: inhibitors of human tau fibril formation; P10636; AID 1468; 280,000 compounds, 0.39% hits; Potency, µM (titrated, usually from 57.7 µM), for inactives: at the highest dose activity, negative = inhibition, most hits filed as inhibitors; K18 P301L tau heparin fibrillization, Alexa594 FP, 6 h; further: nearly all actives have a fitted effect of over 55% in size
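Steps: dispense K18 P301L tau (15 uM plus 0.24 uM Alexa 594 tracer, final) in pH 7 sodium acetate; add compound; add heparin (20 uM final); incubate 6 hr, 37 C; add ThT (30 uM final); after 1 hr ambient, read FP.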
L3MBTL1 inh: inhibitors of human L3MBTL1 | Q9Y468 | AlphaScreen L3MBTL1–H3K9me1 peptide binding | Potency, µM (titrated, usually from 57.1 µM), without a hit: at the top dose activity, negative = inhibition, actives largely listed as inhibitors | 230,000 compounds, 0.66% hits | AID 485360; further: nearly all actives have a fitted effect of over 60% in size
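L3MBTL1 (50 nM) pre-complexed 30 min with biotinylated H3(1-15)K9me1 peptide (75 nM), then compounds added for 30 min at room temperature; AlphaScreen streptavidin donor/nickel chelate acceptor beads (10 ug/mL final) read after 30 min dark incubation.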
RECQ1 helicase: RECQ1 (human) helicase inhibition | RECQ1 DNA unwinding, red fluorescence kinetic read | Potency, µM (titrated, usually from 57.3 µM), for the others: at the highest dose activity, negative = inhibition, most hits filed as inhibitors | 240,000 compounds, 0.54% hits | AID 2549;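 further: plate controls were vehicle for no effect and no enzyme for full effect; nearly all actives have a fitted effect of over 30% in size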
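RECQ1T1 50 nM; forked duplex (20 bp + 30-nt ss tails) 200 nM, ATP 2 mM final; pH 8.0, 2 mM MgCl2, 2.5 ug/ml poly(dI-dC); 15 min compound preincubation; discontinuous kinetic read over 2 h at RT.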
TRb SRC2 PPI: disrupts binding of human TR beta to SRC2 | Potency, µM (doses to about 106 µM), for inactives: at the highest dose activity change, negative = inhibition, hits mostly inhibitors | P10828 | TRbeta-SRC2 peptide binding, fluorescence polarization; receptor liganded with 1 µM T3 | 280,000 compounds, 0.065% hits;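 further: plate controls were bound peptide for no effect and peptide without receptor for full effect; nearly all actives have a fitted effect of over 50% in size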
Target sequence (P10828 whole entry, looked up): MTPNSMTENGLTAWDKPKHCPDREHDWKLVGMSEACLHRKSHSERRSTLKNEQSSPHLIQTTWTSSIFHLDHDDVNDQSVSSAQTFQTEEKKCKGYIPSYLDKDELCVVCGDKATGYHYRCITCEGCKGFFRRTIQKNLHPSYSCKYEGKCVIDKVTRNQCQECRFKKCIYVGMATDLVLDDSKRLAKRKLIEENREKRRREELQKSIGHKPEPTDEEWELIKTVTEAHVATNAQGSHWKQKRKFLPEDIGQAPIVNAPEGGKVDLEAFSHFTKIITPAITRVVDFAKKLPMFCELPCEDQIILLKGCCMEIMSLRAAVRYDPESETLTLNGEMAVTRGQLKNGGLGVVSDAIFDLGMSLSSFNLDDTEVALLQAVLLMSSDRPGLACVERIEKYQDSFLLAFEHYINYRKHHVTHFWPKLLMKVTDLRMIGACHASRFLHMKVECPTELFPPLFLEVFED
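Fluorescence polarization of 20 nM Texas Red SRC2 peptide (20-aa NR interaction domain) bound to 0.6 uM human TRb ligand-binding domain, with 1 uM T3, after 5 hr at ambient temperature; inhibition seen as decreased polarization.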
* marks the source's active call; other numbers are inactive results; i = inactive; ? = inconclusive; . = not tested or not shown; [ ] = remark or other dose. Unless noted, the call rests on the fitted dose curve; in most records, active means well fitted curve in the direction sought with a large enough effect; inconclusive means small, poorly fitted or top-dose-only effect, or another doubt; inactive means no such curve, though single readings can be large; an effect the other way counts as inactive or inconclusive. Unless noted, on the % scale 0 is the no-effect control and ±100 the full control effect; potency means the concentration at half of the fitted maximal effect.

| item | Structure | JMJD2E inh | TexasRed fluor | Tau ThT inhib | RGS12 GoLoco inh | Tau FP inhib | L3MBTL1 inh | RECQ1 helicase | TRb SRC2 PPI |
| --- | --- | --- | --- | --- | --- | --- | --- | --- | --- |
| 1 | O=C(NCC1CCCCC1)c1cccc(S(=O)(=O)NCc2cccnc2)c1 | -5% | -2% | 6% | -5% | -5% | -6% | i | -5% |
| 2 | Oc1c(/C=C/C=C/C=Nc2ccccc2)sc(=S)n1Cc1ccccc1 | ? | 5% | 1.8µM* | -97% | ? | ? | -17% | 11% |
| 3 | Cc1ccc(N/C(N)=N/c2nc(C)cc(C)n2)cc1 | -5% | -6% | -7% | 9% | -2% | -1% | 17% | 7% |
| 4 | Cn1c(=O)c2c(ncn2CC(=O)N2CCN(c3ccccc3)CC2)n(C)c1=O | 7% | -3% | 5% | 4% | 2% | 44%[activator][11.4 µM] | 2% | 0% |
| 5 | COc1ccccc1NC(=O)CCN1CCN(CCC(=O)Nc2ccccc2OC)CC1 | 1% | -8% | 17% | 8% | 4% | 1% | i | -5% |
| 6 | COc1ccc(-n2nnnc2/C=C\Nc2ccccc2C(=O)c2ccccc2)cc1 | -1% | -3% | 8% | 25% | -2% | -10% | 14% | 0% |
| 7 | CCOC(=O)Cc1ccc(NS(=O)(=O)c2ccc(SC)cc2)cc1 | ? | 0% | -3% | 12% | -1% | -1% | -17% | -15% |
| 8 | O=C(CNS(=O)(=O)c1ccccc1)NCC(=O)OCc1ccc(Cl)cc1 | -1% | -2% | . | 11% | -5% | . | -1% | -6% |

Continued; the last 2 above are carried over.
| item | Structure | JMJD2E inh | TexasRed fluor | Tau ThT inhib | RGS12 GoLoco inh | Tau FP inhib | L3MBTL1 inh | RECQ1 helicase | TRb SRC2 PPI |
| --- | --- | --- | --- | --- | --- | --- | --- | --- | --- |
| 7 | CCOC(=O)Cc1ccc(NS(=O)(=O)c2ccc(SC)cc2)cc1 | ? | 0% | -3% | 12% | -1% | -1% | -17% | -15% |
| 8 | O=C(CNS(=O)(=O)c1ccccc1)NCC(=O)OCc1ccc(Cl)cc1 | -1% | -2% | . | 11% | -5% | . | -1% | -6% |
| 9 | COc1cc(OC)c(NC(=O)N2CC3CCCN3c3ccccc32)cc1Cl (centres undefined) | . | 1% | ? | . | 8% | . | . | 8% |
| 10 | O=C(O)[C@H]1CCCC[C@H]1C(=O)Nc1cc([N+](=O)[O-])ccc1F | 8% | -4% | -3% | -9% | 4% | 37%[activator] | i | -4% |
| 11 | CC(C)C(=O)NC(NC(=S)Nc1ccc(S(N)(=O)=O)cc1)C(Cl)(Cl)Cl (centres undefined) | ? | -1% | 4% | -5% | -2% | 12% | -4% | -5% |
| 12 | CC(C(=O)N1CCN=C1c1ccccc1)N1C(=O)c2ccccc2C1=O (centres undefined) | 7% | -2% | -15% | -1% | -6% | 8% | 1% | 0% |
| 13 | Nc1nc(N2CCN(C(=O)c3ccco3)CC2)nc2ccccc12 | ? | 2% | -4% | -5% | -1% | -2% | -3% | -6% |
| 14 | O=C(CSc1nc2cc(Cl)ccc2s1)NC1CCCc2ccccc21 (centres undefined) | 12% | 3% | -9% | 11% | -3% | 6% | i | 2% |
| 15 | O=C(COc1ccccc1)N1CCc2ccccc2C1 | -1% | 0% | -8% | -14% | -3% | 6% | 1% | -5% |
| 16 | COC(=O)Nc1nnc(/C=C/c2ccccc2)s1 | ? | -2% | -12% | 11% | -14% | -1% | i | 0% |
| 17 | CCN(CC)S(=O)(=O)c1ccc(/C=C/C(=O)Nc2ccc(F)cc2F)cc1 | -11% | 0% | 9% | . | 3% | 7% | 0% | -4% |
| 18 | O=C(O)CCn1c(=O)[nH]c2ccccc2c1=O | ? | -6% | 0% | 2% | 3% | 29% | -9% | 9% |
| 19 | CCOc1ccccc1NC(=O)Cc1noc2ccc(C)cc12 | . | 1% | ? | . | -10% | . | . | 0% |
| 20 | O=c1cc(/N=C/c2coc3cc(Br)ccc3c2=O)[nH]c(=S)[nH]1 | 2% | -4% | ? | 11% | -2% | 1% | -3% | -5% |
| 21 | COc1ccc(CN(C(=O)CN2C(=O)C(C)Oc3ccccc32)C2CCCC2)c(OC)c1 (centres undefined) | 7% | 0% | -3% | 1% | 5% | . | -2% | 5% |
| 22 | COC(=O)Cc1ccc(NC(=S)N2CCN(c3cccc(O)c3)CC2)cc1 | -3% | -4% | -18% | 10% | ? | -7% | -1% | 0% |
| 23 | Cc1cc(Cl)c(S(=O)(=O)NCc2cccnc2)cc1OCC(N)=O | 5% | -3% | -4% | -2% | 5% | 1% | -6% | -7% |
| 24 | CCCCN(C)CCCNC(=O)CC1Oc2ccccc2NC1=O (centres undefined) | 2% | 0% | -7% | 5% | -8% | 9% | 1% | -4% |
| 25 | Cn1c(=O)cc(SCC(=O)NCCC2=CCCCC2)c2cc(Cl)ccc21 | 0% | -6% | -14% | 2% | 7% | 5% | -9% | 1% |
| 26 | CC(C)[C@H](NC(=O)c1ccco1)C(=O)OCC(=O)N1CC(=O)Nc2ccccc21 | -2% | 1% | -3% | 11% | -5% | 0% | -14% | 5% |
| 27 | O=C(COC(=O)c1cc(S(=O)(=O)NCc2ccccc2)ccc1O)c1cc2ccccc2o1 | ? | 0% | -13% | 3% | -16% | -12% | -13% | 6% |
| 28 | COCC(=O)Nc1cc(Cl)ccc1C | 2% | 1% | -6% | -4% | -3% | 0% | 2% | 1% |
| 29 | CCc1ccccc1Nc1nn2c(=O)c3ccc(C(=O)NCCc4ccccc4)cc3nc2s1 | . | -2% | ? | . | -17% | . | . | -1% |
| 30 | Cn1cc(S(=O)(=O)N2CCCC(C(=O)O)C2)cn1 (centres undefined) | 2% | -4% | 10% | 21% | 8% | 4% | -5% | 4% |
| 31 | CCCCn1ccnc1C(=O)c1ccc(S(=O)(=O)N2CCCC2)cc1 | -12% | 0% | 1% | 3% | 11% | -2% | -5% | -9% |

In the list so far, these contain a Cl atom:
| item | Structure | JMJD2E inh | TexasRed fluor | Tau ThT inhib | RGS12 GoLoco inh | Tau FP inhib | L3MBTL1 inh | RECQ1 helicase | TRb SRC2 PPI |
| --- | --- | --- | --- | --- | --- | --- | --- | --- | --- |
| 8 | O=C(CNS(=O)(=O)c1ccccc1)NCC(=O)OCc1ccc(Cl)cc1 | -1% | -2% | . | 11% | -5% | . | -1% | -6% |
| 9 | COc1cc(OC)c(NC(=O)N2CC3CCCN3c3ccccc32)cc1Cl (centres undefined) | . | 1% | ? | . | 8% | . | . | 8% |
| 11 | CC(C)C(=O)NC(NC(=S)Nc1ccc(S(N)(=O)=O)cc1)C(Cl)(Cl)Cl (centres undefined) | ? | -1% | 4% | -5% | -2% | 12% | -4% | -5% |
| 14 | O=C(CSc1nc2cc(Cl)ccc2s1)NC1CCCc2ccccc21 (centres undefined) | 12% | 3% | -9% | 11% | -3% | 6% | i | 2% |
| 23 | Cc1cc(Cl)c(S(=O)(=O)NCc2cccnc2)cc1OCC(N)=O | 5% | -3% | -4% | -2% | 5% | 1% | -6% | -7% |
| 25 | Cn1c(=O)cc(SCC(=O)NCCC2=CCCCC2)c2cc(Cl)ccc21 | 0% | -6% | -14% | 2% | 7% | 5% | -9% | 1% |
| 28 | COCC(=O)Nc1cc(Cl)ccc1C | 2% | 1% | -6% | -4% | -3% | 0% | 2% | 1% |

Not all compounds are listed. The share of hits here may be higher or lower than overall.
